Assay outcomes deposited in PubChem BioAssay by several laboratories.
PriA SSB inh = K. pneumoniae PriA-SSBct interaction inhibition; AID 1272365; inhibition, % at 33 µM; AlphaScreen SSBct-PriA binding, biotinylated peptide; actives 0.6% (n = 430,000); in the data active = inhibition mostly above about 37%, no sharp cut-off; inactive = mostly below about 20%;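 also: plate controls were negative control peptide for no effect and reference peptide for full effect; strong numbers were not always called active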
Anthrax LF prot = anthrax lethal factor protease inhibition. multiplex microsphere protease cleavage assay, LF. inhibition, % at 10 µM. actives 0.12% (n = 360,000). P15917; in the data active = inhibition above about 30%; also: plate controls were buffer without enzyme for full effect and enzyme alone for no effect
Y pestis TopoI = blocks Yersinia pestis topoisomerase I activity | Y. pestis Topo-I cleavage product accumulation, plate reader | activity, % at 10 µM | actives 0.064% (n = 360,000) | AID 504884; in the data active = activity above about 50%, passing the limit was not always enough; also: inactives centre near 2
TcdB inh = inhibitors of Clostridioides difficile toxin B glycohydrolase | actives 0.24% (n = 350,000) | P18177 | TcdB glycohydrolase enzymatic assay, plate reader | inhibition, % at 9.99 µM; in the data active = inhibition above about 10%
Rv3671c inh = inhibits the M. tuberculosis serine protease Rv3671c; actives 0.048% (n = 320,000); P9WHR9; AID 2606; inhibition, % at 5.96 µM; in the data active = inhibition above about 38%;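 also: extracellular domain of Rv3671c used as enzyme; 0% = enzyme with DMSO and 100% = no enzyme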
Target sequence (P9WHR9 whole entry, looked up, the tested form may be a part): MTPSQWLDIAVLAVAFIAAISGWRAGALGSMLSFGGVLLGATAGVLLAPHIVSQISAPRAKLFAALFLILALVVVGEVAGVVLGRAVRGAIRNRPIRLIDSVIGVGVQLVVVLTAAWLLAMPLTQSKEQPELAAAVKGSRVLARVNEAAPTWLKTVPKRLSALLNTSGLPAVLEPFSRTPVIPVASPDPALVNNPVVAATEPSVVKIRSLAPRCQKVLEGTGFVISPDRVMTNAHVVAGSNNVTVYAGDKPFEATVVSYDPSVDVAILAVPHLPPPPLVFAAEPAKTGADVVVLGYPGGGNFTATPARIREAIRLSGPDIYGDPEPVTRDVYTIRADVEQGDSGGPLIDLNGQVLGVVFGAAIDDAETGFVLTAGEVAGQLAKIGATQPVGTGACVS
PfHsp40 yeast = compounds rescuing yeast from Plasmodium falciparum HSP40 toxicity. AID 504582. actives 0.68% (n = 340,000). growth rescue, % at 12.5 µM. S. cerevisiae expressing PfHsp40, growth rescue, ATP luminescence; in the data active = growth rescue above about 28%, passing the limit was not always enough;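 also: yeast W303a lacking pdr1 and pdr3 grown in galactose medium; growth measured after three days at 30 °C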
3CLpro inhibitor = SARS-CoV 3CLpro protease inhibition; actives 0.14% (n = 290,000); inhibition, % at 6 µM; recombinant SARS-CoV 3CLpro, quenched FRET peptide cleavage; in the data active = inhibition above about 12%
Vc quorum ag = inducers of Vibrio cholerae quorum light production without autoinducers | activation, % at 18.7 µM | AID 588436 | actives 0.16% (n = 350,000) | V. cholerae BH1578 lux reporter, luminescence, 6 h; in the data active = activation mostly above about 9.7%, no sharp cut-off; also: not every result past the cut was called active; inactives centre near 0; reference of the scale not given here
MazF activator = MazEF (E. coli) toxin RNase activation. activation, % at 20 µM. P0AE70. actives 0.32% (n = 350,000). FAM/BHQ RNA-DNA oligo cleavage fluorescence, 5 h. AID 504720; in the data active = activation above about 50%
Target sequence (P0AE70 whole entry, looked up): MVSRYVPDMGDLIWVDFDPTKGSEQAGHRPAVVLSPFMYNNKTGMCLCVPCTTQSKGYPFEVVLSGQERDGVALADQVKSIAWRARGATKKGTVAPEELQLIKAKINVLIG
DUSP3 inh = DUSP3 (human) phosphatase inhibition | P51452 | recombinant VHR phosphatase, pNPP absorbance | inhibition, % at 13.3 µM | actives 0.52% (n = 290,000); in the data active = inhibition above about 50%; also: some compounds called inactive have numbers as strong as hits
Target sequence (P51452 whole entry, looked up): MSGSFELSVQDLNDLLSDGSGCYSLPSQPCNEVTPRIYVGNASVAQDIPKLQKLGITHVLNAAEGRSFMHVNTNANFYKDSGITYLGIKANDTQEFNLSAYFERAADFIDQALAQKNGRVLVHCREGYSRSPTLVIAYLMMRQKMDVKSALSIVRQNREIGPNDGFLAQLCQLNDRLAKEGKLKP
Numbers without * were called inactive; i = inactive; nt = not tested or not shown; & = joins results of further samples. The list is partial; the hit share may differ from the screen's.

Sample of the layout, 2 compounds:
| item | mol | TcdB inh | Vc quorum ag | DUSP3 inh | Y pestis TopoI | MazF activator |
| --- | --- | --- | --- | --- | --- | --- |
| 1 | COC(=O)c1sccc1NC(=O)Nc1cccc(Cl)c1Cl | nt | i | 21 | -13 | 3 |
| 2 | C/C(=C1/SC(N2CCOCC2)=NC1=O)c1ccc(Br)cc1 | nt | i | 28 | 21 | 37 |

| item | PriA SSB inh | Anthrax LF prot | Rv3671c inh | 3CLpro inhibitor | PfHsp40 yeast |
| --- | --- | --- | --- | --- | --- |
| 1 | -3 | 3 | -21 | 2 | -0.9 |
| 2 | -16 | 4 | 6 | 1 | -0.4 |

Main list, from the first entry:
| item | mol | TcdB inh | Vc quorum ag | DUSP3 inh | Y pestis TopoI | MazF activator |
| --- | --- | --- | --- | --- | --- | --- |
| 1 | COC(=O)c1sccc1NC(=O)Nc1cccc(Cl)c1Cl | nt | i | 21 | -13 | 3 |
| 2 | C/C(=C1/SC(N2CCOCC2)=NC1=O)c1ccc(Br)cc1 | nt | i | 28 | 21 | 37 |
| 3 | CCCCn1c(N)c(N(CCOC)C(=O)COC(=O)COc2c(C)cccc2C)c(=O)[nH]c1=O | 2.4 | -2.8 | nt | 5 | 3 |
| 4 | CCCNC(=O)COC(=O)CCC(=O)c1cccs1 | 0.5 | i | -8 | -1 | -6 |
| 5 | Cc1ccc2nc(SCC(=O)N3c4ccccc4CC3C)c(C)cc2c1 (stereo unspecified) | nt | 1.0 | 4 | -7 | -2 |
| 6 | Cc1ccc(-c2nc3ccccc3c(=O)n2-c2cccc(C)n2)cc1 | 0.9 | -0.2 | -10 | 7 | 11 |
| 7 | O=C(NN1C(=O)CSC1=S)C(=O)NN1C(=O)CSC1=S | -4.5 | -0.1 | -2 | 3 | 2 |
| 8 | O=C(COC(=O)/C=C/c1ccc(Br)o1)Nc1ccc2[nH]c(=O)[nH]c2c1 | 0.1 | -4.0 | nt | -1 | nt |
| 9 | COc1ccc(OC)c(NC(=O)N[C@H](Cc2ccccc2)C(=O)NN)c1 | 0.8 | -0.3 | 29 | -7 | 8 |
| 10 | CC(NC(=O)c1ccco1)C(=O)NC(C)c1cc(F)c(Cl)cc1Cl (stereo unspecified) | 0.6 | -4.0 | 6 | 14 | -5 |
| 11 | CC(C)N(Cc1nc(-c2ccccc2)no1)C(=O)C(C)(C)C | nt | i | -6 | -6 | 2 |
| 12 | CC(C)(C)OC(=O)N1CCC(C(=O)Nc2cccc(C(=O)NCCCCc3ccccc3)c2)CC1 | -0.5 | i | nt | 9 | 1 |
| 13 | COc1cccc(NC(=O)c2ccccc2-c2ccccc2)c1 | 1.0 | i | 13 | 1 | 8 |
| 14 | CC1(C(=O)NNC(=O)c2cccc([N+](=O)[O-])c2)CC1Br (stereo unspecified) | 0.0 | -0.6 | nt | -5 | -9 |
| 15 | NS(=O)(=O)c1ccc(CCNC(=O)C2CCC(CNS(=O)(=O)c3ccc(Br)s3)CC2)cc1 (stereo unspecified) | 0.4 | -0.5 | 8 | 23 | -12 |

| item | PriA SSB inh | Anthrax LF prot | Rv3671c inh | 3CLpro inhibitor | PfHsp40 yeast |
| --- | --- | --- | --- | --- | --- |
| 1 | -3 | 3 | -21 | 2 | -0.9 |
| 2 | -16 | 4 | 6 | 1 | -0.4 |
| 3 | 3 | 6 | 4 | nt | -2.0 |
| 4 | 2 | -1 | -2 | -2 | 0.3 |
| 5 | -15 | 0 | -3 | 5 | 0.1 |
| 6 | -15 | -7 | 9 | -2 | 0.1 |
| 7 | 8&0 | -8 | 0 | 3 | 0.9 |
| 8 | nt | -3 | -6 | nt | -0.2 |
| 9 | -2 | 3 | -3 | 5 | -1.0 |
| 10 | -2 | 22 | -5 | 0 | 0.4 |
| 11 | -5 | -3 | -2 | -1 | 0.6 |
| 12 | -9 | -7 | nt | nt | 1.4 |
| 13 | 6 | 0 | -2 | -2 | 0.8 |
| 14 | nt | 2 | nt | nt | nt |
| 15 | -11 | 7 | -13 | 0 | -0.3 |

Entries listed so far that have a Cl atom:
| item | mol | TcdB inh | Vc quorum ag | DUSP3 inh | Y pestis TopoI | MazF activator |
| --- | --- | --- | --- | --- | --- | --- |
| 1 | COC(=O)c1sccc1NC(=O)Nc1cccc(Cl)c1Cl | nt | i | 21 | -13 | 3 |
| 10 | CC(NC(=O)c1ccco1)C(=O)NC(C)c1cc(F)c(Cl)cc1Cl (stereo unspecified) | 0.6 | -4.0 | 6 | 14 | -5 |

| item | PriA SSB inh | Anthrax LF prot | Rv3671c inh | 3CLpro inhibitor | PfHsp40 yeast |
| --- | --- | --- | --- | --- | --- |
| 1 | -3 | 3 | -21 | 2 | -0.9 |
| 10 | -2 | 22 | -5 | 0 | 0.4 |

The list continues:
| item | mol | TcdB inh | Vc quorum ag | DUSP3 inh | Y pestis TopoI | MazF activator |
| --- | --- | --- | --- | --- | --- | --- |
| 16 | Cc1ccc(C2N(c3ccccc3)C(=O)N3CCCN23)cc1 (stereo unspecified) | 2.0 | -0.2 | 23 | -9 | -1 |
| 17 | COc1cc(CNc2ccc(O)cc2)cc(Br)c1OCc1ccccc1F | nt | i | 14 | -4 | -11 |
| 18 | CCCN1C(=O)C(NC(C)=O)c2ccccc21 (stereo unspecified) | nt | -0.1 | -18 | 7 | 6 |
| 19 | COc1ccc(C(=O)COC(=O)CNC(=O)c2ccc(Cl)cc2Cl)c(OC)c1 | -0.1 | 1.8 | nt | 7 | 2 |
| 20 | CCN(C(=O)COC(=O)c1cc(NS(=O)(=O)c2ccc(Cl)c([N+](=O)[O-])c2)ccc1O)C1CCCCC1 | nt | -0.4 | 26 | 29 | -9 |
| 21 | O=C(c1cccnc1)n1nc(NCc2ccccc2)nc1NCc1ccccc1 | 1.8 | -0.2 | 44 | 29 | -7 |
| 22 | Fc1cccc(-c2cncc(N3CCN(CCN4CCCC4)CC3)n2)c1 | -0.4 | i | nt | 3 | nt |
| 23 | CCCN(CC(=O)Nc1ccc(F)c(F)c1F)C(=O)CN1C(=O)NC2(CCCCC2)C1=O | -0.3 | 2.8 | nt | 0 | 1 |
| 24 | O=C(NCc1ccc(Cl)cc1)c1cc(-c2cccs2)on1 | nt | -1.7 | 30 | 10 | -1 |
| 25 | CC1=C(C(=O)Nc2ccccc2F)C(c2ccsc2)C2=C(CC(C)(C)CC2=O)N1 (stereo unspecified) | -0.6 | -0.1 | -5 | 7 | 4 |
| 26 | C=CCOc1c(Cl)cc(/C=N/O)cc1OC | -4.1 | -0.5 | 19 | -8 | 5 |

| item | PriA SSB inh | Anthrax LF prot | Rv3671c inh | 3CLpro inhibitor | PfHsp40 yeast |
| --- | --- | --- | --- | --- | --- |
| 16 | -7 | 1 | -6 | 2 | 0.0 |
| 17 | 43 | -3 | -24 | 4 | 2.3 |
| 18 | -16 | -4 | 7 | -2 | 0.0 |
| 19 | -3 | 1 | 1 | nt | -0.5 |
| 20 | 12 | 3 | 3 | -2 | 0.8 |
| 21 | -2 | -7 | 16 | 1 | 1.2 |
| 22 | nt | -6 | nt | nt | nt |
| 23 | -4 | -7 | nt | nt | 0.2 |
| 24 | -10 | -8 | -10 | 0 | -1.0 |
| 25 | -4 | 0 | -1 | 2 | 1.6 |
| 26 | nt | -3 | -4 | 2 | -1.8 |

Entries listed so far containing a furan ring, fused or not:
| item | mol | TcdB inh | Vc quorum ag | DUSP3 inh | Y pestis TopoI | MazF activator |
| --- | --- | --- | --- | --- | --- | --- |
| 8 | O=C(COC(=O)/C=C/c1ccc(Br)o1)Nc1ccc2[nH]c(=O)[nH]c2c1 | 0.1 | -4.0 | nt | -1 | nt |
| 10 | CC(NC(=O)c1ccco1)C(=O)NC(C)c1cc(F)c(Cl)cc1Cl (stereo unspecified) | 0.6 | -4.0 | 6 | 14 | -5 |

| item | PriA SSB inh | Anthrax LF prot | Rv3671c inh | 3CLpro inhibitor | PfHsp40 yeast |
| --- | --- | --- | --- | --- | --- |
| 8 | nt | -3 | -6 | nt | -0.2 |
| 10 | -2 | 22 | -5 | 0 | 0.4 |
